Apaf1 inhib = human Apaf-1 inhibition; reconstituted apoptosome caspase-3 activity, DEVD-Rh110 fluorescence; 0.71% of 330,000 active; inhibition, % at 20 µM; O14727; active = inhibition of at least 40% at 20 µM;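 note: plate controls were DMSO wells for no effect and DEVD-CHO caspase inhibitor wells for full effect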
Target sequence (O14727 whole entry, looked up): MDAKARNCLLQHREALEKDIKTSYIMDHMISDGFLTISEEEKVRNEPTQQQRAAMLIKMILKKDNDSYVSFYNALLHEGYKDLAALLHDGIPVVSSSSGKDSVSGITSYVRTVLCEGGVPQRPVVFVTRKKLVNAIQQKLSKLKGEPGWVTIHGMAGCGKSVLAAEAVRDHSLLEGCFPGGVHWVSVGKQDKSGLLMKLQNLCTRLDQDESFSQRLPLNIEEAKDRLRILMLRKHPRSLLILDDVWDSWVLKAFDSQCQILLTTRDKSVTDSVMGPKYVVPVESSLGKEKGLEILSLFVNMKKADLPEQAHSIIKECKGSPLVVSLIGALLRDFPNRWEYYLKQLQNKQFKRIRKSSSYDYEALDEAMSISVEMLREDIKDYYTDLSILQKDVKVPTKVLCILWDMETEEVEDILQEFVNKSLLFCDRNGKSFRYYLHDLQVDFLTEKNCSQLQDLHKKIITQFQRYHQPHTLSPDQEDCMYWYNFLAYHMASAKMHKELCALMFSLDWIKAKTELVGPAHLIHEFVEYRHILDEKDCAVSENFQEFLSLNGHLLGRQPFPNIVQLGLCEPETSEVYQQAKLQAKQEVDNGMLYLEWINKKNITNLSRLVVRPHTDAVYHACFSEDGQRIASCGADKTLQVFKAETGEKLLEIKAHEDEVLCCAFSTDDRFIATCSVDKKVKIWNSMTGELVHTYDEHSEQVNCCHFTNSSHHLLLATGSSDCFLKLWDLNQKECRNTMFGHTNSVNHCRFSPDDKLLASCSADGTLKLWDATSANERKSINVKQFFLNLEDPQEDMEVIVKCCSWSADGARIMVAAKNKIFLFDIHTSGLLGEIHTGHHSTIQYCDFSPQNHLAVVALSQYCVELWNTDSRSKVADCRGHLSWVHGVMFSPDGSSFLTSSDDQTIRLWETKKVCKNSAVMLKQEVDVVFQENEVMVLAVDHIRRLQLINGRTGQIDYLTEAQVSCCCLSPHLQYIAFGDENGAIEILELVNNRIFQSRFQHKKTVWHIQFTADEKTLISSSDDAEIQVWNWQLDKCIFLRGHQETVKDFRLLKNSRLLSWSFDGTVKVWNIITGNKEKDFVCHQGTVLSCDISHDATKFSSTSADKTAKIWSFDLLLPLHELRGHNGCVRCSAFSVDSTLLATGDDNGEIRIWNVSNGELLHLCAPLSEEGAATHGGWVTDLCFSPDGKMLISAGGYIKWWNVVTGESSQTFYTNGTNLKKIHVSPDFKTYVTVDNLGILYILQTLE
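System: reconstituted apoptosome with Apaf-1, cytochrome c, caspase-9, procaspase-3, dATP; Signal: Rh110 fluorescence intensity; Schedule: 30 min compound preincubation, 50 min activation, room temperature; Reagent: cytochrome c trigger plus (Z-DEVD)2-Rh110 caspase-3 substrate.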
UBC13 polyUb = human UBC13 polyubiquitination inhibition; P61088; UBC13 polyubiquitin chain formation, TR-FRET; inhibition, % at 20 µM; 0.47% of 330,000 active; in the data active = inhibition above about 45%, passing the limit was not always enough; inconclusive = no clear call, values can overlap the other calls
SENP7 inh = SENP7 protease inhibition. recombinant SENP7, Z-RLRGG-aminoluciferin luminescence, 40 min. inhibition, % at 5 µM. AID 434973. Q9BQF6. 1.5% of 330,000 active;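 active = inhibition above about 50% at the single test dose, limit read from the data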;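 note: plate controls were DMSO with enzyme for no effect and no enzyme buffer wells for full effect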
SENP8 block = SENP8 protease inhibition; inhibition, % at 10 µM; 1.2% of 330,000 active; purified SENP8, Z-RLRGG-aminoluciferin cleavage, luminescence; AID 2540; Q96LD8
Jurkat NFkB inh = lowers PMA/ionomycin-induced NF-kB signal in Jurkat cells; PMA/ionomycin-induced NF-kB luciferase reporter, luminescence; inhibition, % at 4 µM; 0.53% of 330,000 active; AID 435003
Gli-Sufu antag = antagonists of Gli-Sufu signaling; Sufu-KO-LIGHT fibroblasts, Gli luciferase reporter luminescence; inhibition, % at 5 µM; 0.74% of 340,000 active; AID 588413;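 active = inhibition above about 55%, limit read from the data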;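 note: 0% = DMSO-treated cells and 100% = wells with medium but no cells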
697 NFkB inh = inhibitors of the PMA/ionomycin-induced NF-kB reporter in 697 B cells; 697 B-cell NF-kB luciferase reporter, 16 h; inhibition, % at 4 µM; 0.33% of 330,000 active; AID 435022; in the data active = inhibition above about 35%
HKDC1 inhibitor = HKDC1 (human) hexokinase inhibition | 0.16% of 340,000 active | Q2TB90 | recombinant HKDC1, G6PDH/diaphorase resazurin coupled fluorescence | AID 493160 | inhibition, % at 20 µM;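 active = inhibition above about 35% when tested at 20 µM, limit read from the data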;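 note: plate controls were DMSO wells with enzyme for no effect and DMSO wells lacking enzyme for full effect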
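Test system: Recombinant HKDC1 (HK5) hexokinase enzyme, produced in-house | Input: HKDC1 at 5 µg/mL | Buffer or medium: Tris pH 8.0 buffer with MgCl2, Tween-20, BSA, BME | Schedule: 90 min reaction incubation at room temperature, dark | Technique: Resazurin-to-resorufin fluorescence via G6PDH and diaphorase coupling, 525/613 nm | Controls: DMSO wells with and without enzyme mix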
* hit, by the source's call; ? = inconclusive; / = not tested or not shown. Cut-off read from the data, not from the text of the source, unless noted: active = inhibition above about 50%; inactive = the rest.

nr	structure	Apaf1 inhib	UBC13 polyUb	SENP7 inh	SENP8 block
1	Cc1ccc(NC(=O)CCC(=O)N2CCC(C)CC2)c([N+](=O)[O-])c1	5	1	0	0
2	O=C(Oc1ccc(Br)cc1C(=S)N1CCCC1)c1ccccc1Cl	14	-7	10	4
3	CCCOc1ccccc1C(=O)NCCCC(=O)O	-17	-10	-1	-2
4	O=C(NC1CCCC1)C(c1cccnc1)N(C(=O)c1csnn1)c1ccccc1 (centres undefined)	0	4	5	2
5	CCC(C(=O)NC1CCCCC1)N(Cc1cccs1)C(=O)CCC(=O)Nc1cc(C)on1 (centres undefined)	12	-6	-9	-12
6	COc1ccc(CCNC(=O)C2CC3Cn4c(nc5cc(C)c(C)cc54)C3N2C)cc1 (centres undefined)	16	4	2	-4
7	CCOC(=O)c1cc2c(=O)n3ccccc3nc2n(C(C)C)c1=NC(=O)c1ccco1	-16	27	-1	-7
8	COCCSc1ccccc1C(=O)Nc1nnc(COC)s1	1	-2	-5	-9

nr	Jurkat NFkB inh	Gli-Sufu antag	697 NFkB inh	HKDC1 inhibitor
1	0	-9	-7	1
2	-22	24	-43	-3
3	-4	4	5	3
4	-4	6	-7	-2
5	13	11	4	-4
6	6	7	12	-1
7	9	1	-3	-3
8	-3	-5	21	8

Carrying on:
nr	structure	Apaf1 inhib	UBC13 polyUb	SENP7 inh	SENP8 block
9	CCCCOc1ccc(S(=O)(=O)n2c(C)nc3ccccc32)cc1	1	-2	2	0
10	CC(=O)Nc1ccc(S(=O)(=O)Nc2nc(C)nc3sc4c(c23)CCC4)cc1	-20	7	7	4
11	CC(CN1CCCC1)C(=O)NN (centres undefined)	-6	4	6	0
12	Cc1ccc(NC(=O)CN2C(=O)C3C4C=CC(C4)C3C2=O)cc1 (centres undefined)	-7	3	11	-2
13	COc1ccc(OC)c(C2C(C(=O)N(C)C)=C(C)Nc3nc4ccccc4n32)c1 (centres undefined)	8	-6	6	4
14	CN(C)CCN(Cc1cc2cc3c(cc2[nH]c1=O)OCO3)C(=S)NCc1ccco1	13	3	4	-3
15	CCc1c(C(C)S(=O)(=O)c2ccccc2)[nH]c(=O)n1CC (centres undefined)	-4	5	2	1
16	COc1ccc(NC(=O)CSc2nc3[nH]ncc3c(=O)[nH]2)cc1OC	-3	5	7	20

nr	Jurkat NFkB inh	Gli-Sufu antag	697 NFkB inh	HKDC1 inhibitor
9	-3	1	-36	1
10	7	/	6	-4
11	7	-8	15	-7
12	-20	-10	23	-7
13	-31	-9	-54	0
14	8	28	10	-10
15	-8	/	22	-3
16	9	-8	9	-6

(list continues)
nr	structure	Apaf1 inhib	UBC13 polyUb	SENP7 inh	SENP8 block
17	COc1ccc(/C=N\Nc2ccccn2)c(OC)c1	8	-4	43	54*
18	COc1ccc([N+](=O)[O-])cc1NC(=O)c1ccc(-n2nc(C)cc2C)cc1	-1	1	-3	9
19	O=C(COC(=O)c1ccccc1NCCO)Nc1cc(C(F)(F)F)ccc1N1CCOCC1	15	15	-1	-6
20	COc1cc2c(C(=O)NCCCOC(C)C)cn(CC(C)C)c(=O)c2cc1OC	-7	4	1	3
21	Cc1ccc(SC[C@H](CC(C)C)N2CCN(CCc3ccccc3)CCC2=O)cc1	24	16	0	-6
22	COc1ccccc1CCNC(=O)C(=O)Nc1cc2c3c(c1)C(C)C(=O)N3CCC2 (centres undefined)	14	1	-11	1
23	Brc1ccc2[nH]ncc2c1	-29	-4	10	2
24	COc1cccc(/C=N/NC(=O)C(=O)NCc2cccnc2)c1OC	3	-14	-4	-8

nr	Jurkat NFkB inh	Gli-Sufu antag	697 NFkB inh	HKDC1 inhibitor
17	-88	-63	-107	-4
18	-8	6	17	10
19	1	21	-23	3
20	14	-1	6	1
21	-11	-21	-16	3
22	-12	16	28	-1
23	1	-2	13	-9
24	-21	-12	-31	-10

(list continues)
nr	structure	Apaf1 inhib	UBC13 polyUb	SENP7 inh	SENP8 block
25	COc1cccc(-c2sc3ccc(OC)cc3c2C#CCCO)c1	12	10	-7	-11
26	O=C(C1CC=CCC1)N1CCN(S(=O)(=O)c2ccc(F)cc2)CC1 (centres undefined)	10	-3	-18	-12
27	CCOc1cccc(/C=N/NC(=O)c2cccnc2)c1O	-3	-10	0	2
28	CSCCC(NC(=O)c1ccccc1Cl)C(=O)N1CCCCC1 (centres undefined)	16	3	-21	-11
29	COc1ccc(C(=O)OCC(=O)N(C)C2CCS(=O)(=O)C2)cc1Br (centres undefined)	3	-4	-1	7
30	CSc1ccc(/C=C(/NC(=O)c2ccc(C)cc2)C(=O)Nc2cccc(C)c2)cc1	-11	-4	10	1
31	Nc1nonc1-c1noc(N2CCOCC2)n1	-2	-5	13	-7
32	CCSc1nnc(NC(=O)C2CCCCC2)s1	4	0	-11	-10

nr	Jurkat NFkB inh	Gli-Sufu antag	697 NFkB inh	HKDC1 inhibitor
25	-11	-7	-8	-2
26	1	-5	11	-4
27	6	59*	-32	-26
28	-12	-8	3	-3
29	0	0	-9	1
30	-5	1	-10	5
31	-4	9	-23	-7
32	-22	-12	-30	-5

Next part:
nr	structure	Apaf1 inhib	UBC13 polyUb	SENP7 inh	SENP8 block
33	CCOC(=O)[C@@H]1[C@H]2COc3cc(OC)ccc3[C@@H]2N2C(=O)N(c3ccc(OC)cc3)C(=O)[C@@]12C	7	11	-6	6
34	CCC(Sc1ccc2nnc(-c3ccc(F)cc3)n2n1)C(=O)OC (centres undefined)	15	2	-10	-4
35	Nc1ncnc2c1ncn2Cc1ccccc1	-1	15	2	-5
36	Cc1cccc(N(CC(=O)N2CCN(c3ccccc3F)CC2)S(C)(=O)=O)c1	-7	2	4	5
37	CC(C)N(C)Cc1cn(C)nc1-c1ccc(Oc2ccccc2)cc1	-5	-1	-13	-4
38	CN(C)CCN(C(=O)c1ccco1)c1nc2cc3c(cc2s1)OCCO3	-3	2	4	-4
39	O=C(Nc1cccc(C(F)(F)F)c1)C1CCN(S(=O)(=O)c2cnc[nH]2)CC1	-5	10	0	-5
40	Cc1cc(C)cc(N(C(=O)c2ccco2)C(C(=O)NC2CCCC2)c2ccncc2)c1 (centres undefined)	7	-11	-13	-9

nr	Jurkat NFkB inh	Gli-Sufu antag	697 NFkB inh	HKDC1 inhibitor
33	2	-2	10	5
34	0	-4	1	-6
35	-2	2	4	-11
36	10	-1	10	-3
37	-10	19	-20	-6
38	-110	-18	-90	-1
39	-8	1	6	-1
40	-6	6	9	-4

Exported with tabs: part of the list above
item	smiles	Apaf1 inhib	UBC13 polyUb	SENP7 inh	SENP8 block	Jurkat NFkB inh	Gli-Sufu antag	697 NFkB inh	HKDC1 inhibitor
26	O=C(C1CC=CCC1)N1CCN(S(=O)(=O)c2ccc(F)cc2)CC1 (centres undefined)	10	-3	-18	-12	1	-5	11	-4
27	CCOc1cccc(/C=N/NC(=O)c2cccnc2)c1O	-3	-10	0	2	6	59*	-32	-26
28	CSCCC(NC(=O)c1ccccc1Cl)C(=O)N1CCCCC1 (centres undefined)	16	3	-21	-11	-12	-8	3	-3
29	COc1ccc(C(=O)OCC(=O)N(C)C2CCS(=O)(=O)C2)cc1Br (centres undefined)	3	-4	-1	7	0	0	-9	1
30	CSc1ccc(/C=C(/NC(=O)c2ccc(C)cc2)C(=O)Nc2cccc(C)c2)cc1	-11	-4	10	1	-5	1	-10	5
31	Nc1nonc1-c1noc(N2CCOCC2)n1	-2	-5	13	-7	-4	9	-23	-7
32	CCSc1nnc(NC(=O)C2CCCCC2)s1	4	0	-11	-10	-22	-12	-30	-5
33	CCOC(=O)[C@@H]1[C@H]2COc3cc(OC)ccc3[C@@H]2N2C(=O)N(c3ccc(OC)cc3)C(=O)[C@@]12C	7	11	-6	6	2	-2	10	5
34	CCC(Sc1ccc2nnc(-c3ccc(F)cc3)n2n1)C(=O)OC (centres undefined)	15	2	-10	-4	0	-4	1	-6
35	Nc1ncnc2c1ncn2Cc1ccccc1	-1	15	2	-5	-2	2	4	-11
36	Cc1cccc(N(CC(=O)N2CCN(c3ccccc3F)CC2)S(C)(=O)=O)c1	-7	2	4	5	10	-1	10	-3
37	CC(C)N(C)Cc1cn(C)nc1-c1ccc(Oc2ccccc2)cc1	-5	-1	-13	-4	-10	19	-20	-6
38	CN(C)CCN(C(=O)c1ccco1)c1nc2cc3c(cc2s1)OCCO3	-3	2	4	-4	-110	-18	-90	-1
39	O=C(Nc1cccc(C(F)(F)F)c1)C1CCN(S(=O)(=O)c2cnc[nH]2)CC1	-5	10	0	-5	-8	1	6	-1
40	Cc1cc(C)cc(N(C(=O)c2ccco2)C(C(=O)NC2CCCC2)c2ccncc2)c1 (centres undefined)	7	-11	-13	-9	-6	6	9	-4

Continuation.
nr	structure	Apaf1 inhib	UBC13 polyUb	SENP7 inh	SENP8 block
41	O=C(Nc1ccc2c(c1)CCC2)c1cccc(S(=O)(=O)N2CCN(c3ccc(F)cc3)CC2)c1	-6	4	5	1
42	CCOC(=O)c1nnn2c1nc(SCC(C)=O)c1ccccc12	-6	6	-4	-3
43	COc1ccc(C2C(C(=O)NCC3CCCO3)c3cc(OC)c(OC)cc3C(=O)N2C)cc1OC (centres undefined)	-12	3	-5	6
44	Cc1ccc(C(CC(=O)NCc2ccco2)c2ccc(OC(C)C)cc2)cc1 (centres undefined)	19	-13	-1	-12
45	COc1ccc(NC(=O)ON=C2c3ccccc3-c3ccccc32)cc1	-8	6	3	-3
46	COc1nc(-c2ccccc2)c2cc(Br)ccc2n1	0	?	1	1
47	Cc1ccc(-c2csc(NC(=O)CCNC(=O)c3ccc(Cl)cc3)n2)cc1	5	-3	-2	-12
48	O=C(NCCc1ccc(Cl)cc1)c1cccc(N2CCCC2=O)c1	-6	-2	6	-11

nr	Jurkat NFkB inh	Gli-Sufu antag	697 NFkB inh	HKDC1 inhibitor
41	19	12	7	8
42	11	-10	4	1
43	5	-4	0	1
44	0	0	20	12
45	-19	-27	-44	2
46	-15	1	-3	4
47	-6	-2	12	-8
48	-40	-54	-56	-4

Next part:
nr	structure	Apaf1 inhib	UBC13 polyUb	SENP7 inh	SENP8 block
49	CN1C(=O)N(CC(=O)N2CCN(S(=O)(=O)c3ccc(Cl)s3)CC2)C(=O)C12CCCCC2	4	-11	-10	-7
50	O=C(NN1CCCCC1)c1cccc(COc2ccc(Cl)cc2)c1	-10	3	2	-8
51	CCCn1c(SCC(=O)NC2CCCCC2)nnc1-c1cccnc1	1	0	1	0
52	O=C(CC(=O)NCc1ccc(Cl)cc1)NCc1ccccc1	4	2	-4	-6
53	COc1ccc(-n2c(SCC(=O)NCc3ccco3)nnc2-c2c[nH]c3ccccc23)cc1	6	3	-6	4
54	CC1C(c2ccccc2)=[N+]([O-])C2(CCCC2)N1O (centres undefined)	14	-12	9	2
55	Fc1ccccc1Cc1noc(CN2CCN(Cc3ccc4c(c3)OCO4)CC2)n1	-21	3	2	3
56	O=C(Cn1c(-c2ccccn2)nc2ccccc21)N/N=C/c1ccccn1	-44	-9	11	3

nr	Jurkat NFkB inh	Gli-Sufu antag	697 NFkB inh	HKDC1 inhibitor
49	-10	12	9	-9
50	-27	-104	-156	-2
51	15	18	8	-3
52	-19	-1	-1	10
53	1	1	5	-3
54	-7	-2	3	-3
55	13	29	4	-3
56	-10	18	-12	1

Additional records:
nr	structure	Apaf1 inhib	UBC13 polyUb	SENP7 inh	SENP8 block
57	CCOC(=O)N1CCN(c2c(NCc3ccccc3OC)c(=O)c2=O)CC1	-1	-1	-5	3
58	COc1cccc(NC(=O)Nc2ccccc2C(N)=O)c1	5	3	82*	61*
59	O=C(CNC(=O)C1COc2ccccc2O1)Nc1ccc(F)c(F)c1 (centres undefined)	2	11	6	-2
60	O=C(O)Cc1ccc(-c2ccccc2-c2ccccc2)cc1	3	2	3	8
61	O=C(O)C(=O)/C(=C\c1cccc(Cl)c1)c1ccc2ccccc2n1	-4	11	3	7

nr	Jurkat NFkB inh	Gli-Sufu antag	697 NFkB inh	HKDC1 inhibitor
57	-1	/	21	-4
58	-7	2	24	-1
59	1	-3	10	9
60	-5	-1	14	-1
61	-69	-5	-24	2
